PGC1a acetyl inh = inhibitors of PGC1a acetylation signal, primary screen, cell-based, U2OS, AlphaScreen, inhibitor mode; AlphaScreen anti-acetyl-lysine; with virally co-expressed GCN5 acetyltransferase; inhibition, % at 15.6 µM; 350,000 tested, 0.17% active;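 active = every replicate shows inhibition of at least 40%; inconclusive = mean inhibition at least 40% but some replicate below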;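 also: 0% = neutral control wells and 100% = positive control wells; some results beyond the cut were filed as inactive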
RAD54 branch = inhibitors of human RAD54 branch migration, primary screen, biochemical, fluorescence, single point. inhibition, % at 10.4 µM. 360,000 tested, 0.14% active. RAD54 Holliday junction branch migration, FAM/BHQ fluorescence. DNA repair and recombination protein RAD54-like (Homo sapiens), Q92698. AID 602329, 2012;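 active = mean normalized replicate activity at least 40 and at least half of replicates scoring 40 or more; inconclusive = only one of the two criteria met; inactive = mean below 40 and under half of replicates reaching 40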;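 also: 0% = median of neutral control wells and 100% = median of positive control wells; inhibitors cause a drop in the FAM fluorescence signal; in these data hits start at about 50%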
RAD52 inh = RAD52 DNA annealing inhibitors, primary screen, biochemical, FRET, single point, set 2; DNA repair protein RAD52 homolog (Homo sapiens), P43351; recombinant RAD52 DNA annealing, FRET fluorescence; inhibition, % at 18.7 µM; 360,000 tested, 0.46% active;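 active = every replicate showing at least 50% inhibition; inconclusive = mean inhibition at least 50% but not in every replicate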
Target sequence (P43351 whole entry, looked up): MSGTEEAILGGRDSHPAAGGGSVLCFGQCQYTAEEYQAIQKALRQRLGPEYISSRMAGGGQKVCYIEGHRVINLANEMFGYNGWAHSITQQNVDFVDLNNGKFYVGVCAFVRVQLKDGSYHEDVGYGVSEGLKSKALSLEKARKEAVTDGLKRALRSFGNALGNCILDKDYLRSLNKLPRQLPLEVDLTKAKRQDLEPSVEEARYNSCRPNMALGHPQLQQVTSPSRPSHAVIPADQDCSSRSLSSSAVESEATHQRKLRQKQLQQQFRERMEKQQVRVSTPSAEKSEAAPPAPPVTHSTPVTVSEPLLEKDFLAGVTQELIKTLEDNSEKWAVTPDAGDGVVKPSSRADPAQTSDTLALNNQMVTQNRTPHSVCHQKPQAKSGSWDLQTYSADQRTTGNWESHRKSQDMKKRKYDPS
PglD DTNB = C. jejuni PglD acetyltransferase inhibitors, primary screen, biochemical, DTNB colorimetric, single point; AID 602405, 2012; purified PglD enzyme, DTNB colorimetric CoA detection; 360,000 tested, 0.098% active; inhibition, % at 12.5 µM; UDP-N-acetylbacillosamine N-acetyltransferase PglD (Campylobacter jejuni); in the data active = inhibition above about 16%, passing the limit was not always enough; inconclusive = no clear call, values can overlap the other calls; also: strong numbers were not always called active
E-selectin induc = E-selectin induction in HUVECs, primary screen, imaging, HUVEC, immunofluorescence imaging, single point; activation, % at 7.58 µM; P16581; normalized: neutral wells 0, TNF-alpha wells 100; 260,000 tested, 0.37% active;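 active = mean E-selectin-positive cell signal at least 10% of the positive control, reached in at least 60% of replicates, without over 20% cell loss; inconclusive = no rule given, readout overlaps actives, possibly toxicity-flagged; inactive = the rest, including those meeting only one limit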;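 also: in these data hits start at about 27%; measured in HUVEC primary endothelial cells; signal is the percent of cells scored E-selectin positive by PE staining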
Target sequence (P16581 whole entry, looked up): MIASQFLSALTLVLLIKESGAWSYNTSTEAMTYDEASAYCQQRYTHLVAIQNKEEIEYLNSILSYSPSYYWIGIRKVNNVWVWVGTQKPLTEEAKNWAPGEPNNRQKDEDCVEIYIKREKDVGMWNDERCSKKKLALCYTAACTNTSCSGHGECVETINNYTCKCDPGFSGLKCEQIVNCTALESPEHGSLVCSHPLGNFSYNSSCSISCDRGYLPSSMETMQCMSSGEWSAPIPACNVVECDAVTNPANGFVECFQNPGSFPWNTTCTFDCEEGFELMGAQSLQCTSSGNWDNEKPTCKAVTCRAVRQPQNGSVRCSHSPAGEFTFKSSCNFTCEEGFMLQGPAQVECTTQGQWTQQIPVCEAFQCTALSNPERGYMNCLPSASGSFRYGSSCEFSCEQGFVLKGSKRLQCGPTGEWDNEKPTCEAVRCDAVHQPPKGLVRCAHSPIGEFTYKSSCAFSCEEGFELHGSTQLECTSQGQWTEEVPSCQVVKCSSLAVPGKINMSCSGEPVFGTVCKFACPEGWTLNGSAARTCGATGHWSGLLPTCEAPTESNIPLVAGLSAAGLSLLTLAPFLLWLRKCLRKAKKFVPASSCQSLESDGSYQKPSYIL
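Test system: HUVEC | Signal: Immunofluorescence imaging | Read-out: Percent E-selectin-positive cells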
Cneo AK release = Cryptococcus neoformans cell lysis inducers, primary screen, AK release luminescence, single concentration; C. neoformans lysis, adenylate kinase release luminescence, 4 h; normalised: neutral wells 0, clomiphene wells 100; lysis activity, % at 15 µM; 360,000 tested, 0.2% active;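 active = mean lysis activity across replicates of at least 80%, whatever share of replicates individually reach that level; inactive = mean lysis activity below 80%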
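Assay system: C. neoformans cells. Amount: yeast cell density of 5 × 10^6 cells/mL. Technique: AK luminescence. Buffer or medium: YPD. Times: static 4 h at 37 °C with compound, 1 h detection. Dosing: single-point compound dose. Read-out: lysis from increased AK signal.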
ERAP1 inh = human ERAP1 aminopeptidase inhibitors, primary screen, biochemical, single point, plate reader | Endoplasmic reticulum aminopeptidase 1 (Homo sapiens), Q9NZ08 | recombinant ERAP1, Leu-AMC fluorescence, 60 min | inhibition, % at 10.7 µM | 340,000 tested, 0.15% active;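 active = mean replicate inhibition of at least 30%, or all replicates individually reaching that 30% level; inactive = mean below 30% and not every replicate reaching it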;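 also: 0% = neutral control wells and 100% = L-leucinethiol positive control wells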
miR-122 sensor = miR-122 Renilla sensor signal increase in Huh7, primary screen, miR-122 inhibitor project, cell-based, single point, plate reader; activation (reporter increase), % at 12.5 µM; 340,000 tested, 0.3% active; Huh7 miR-122 Renilla luciferase sensor, 48 h; neutral wells = 0, positive control = 100;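 active = mean replicate activation score at least 90 and every replicate individually at or above 90; inconclusive = only one of the two criteria met; inactive = neither criterion met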;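 also: higher luciferase means less miR-122 activity so hits act as miR-122 inhibitors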
The depositor's hits bear a star; ? = inconclusive; · = no result given; & = joins results of further samples; [ ] = remark or other dose.

Order of results – PGC1a acetyl inh	RAD54 branch	RAD52 inh	PglD DTNB	E-selectin induc	Cneo AK release	ERAP1 inh	miR-122 sensor
> O=C(c1ccccc1F)N1CC(=O)N2[C@H](C1)[C@@H](c1ccc(-c3cccnc3)cc1)[C@@H]2CO
→ -15	·	2	·	0.2	·	-1	·
> Cc1ccc2c(c1)N(S(=O)(=O)c1ccc(CN3C(=O)c4cccnc4C3=O)s1)CCO2
→ -7	2	-2	7	·	-1	0	-6
> O=C(CSc1ncnc2ccccc12)NCCc1ccccc1
→ -6	-2	1	-1	-0.1	0	-1	·
> Nc1nc(SCc2ccc3c(c2)OCCO3)n[nH]1
→ -2	5	·	2	·	0	·	-2
> CC(C)Oc1cc(NC(=O)CS(=O)CC(=O)Nc2cccc(C(F)(F)F)c2)c(Cl)cc1Cl (stereo not given)
→ 7	23	-25	1	·	-1	0	-5
> COc1cc2cc(C)c(SCC(=O)N3CCOCC3)nc2cc1OC
→ 3	1	·	4	·	0	·	-6
> CCOC(=O)c1sc2ccc(S(=O)(=O)N3CCOCC3)cc2c1N
→ -3	6	·	3	·	8	·	2
> COc1ccc(-n2cnc3ccccc3c2=O)c([N+](=O)[O-])c1
→ ·	-8	7	7	17	0	1	-1
> CC1(c2ccccc2)NC(=O)N(CC(=O)Nc2nc(-c3ccccn3)cs2)C1=O (stereo not given)
→ ·	-13	-15	3	-0.2	6	1	·
> O=C(Cc1cccs1)Nc1cccc(-c2nc3ccccc3[nH]2)c1
→ -1	4	·	-1	·	1	·	34
> COc1ccccc1CN(C)C(=O)c1ccc(COc2ccccc2)cc1
→ ·	-11	-13	-2	-0.1	2	-7	·
> CC(C)c1ccc2[nH]c(O)c(N=NC(=O)c3ccc(CSc4nncn4C)cc3)c2c1
→ 13	4	·	2	·	0	·	-3
> Cc1cc2cc(CNC(=S)NC3CCCCC3)ccc2n1C
→ -19	2	-36	0	2.8	2	1	·
> O=C(OC1CCOC1=O)c1cc(-c2ccc(Br)cc2)nc2ccccc12 (stereo not given)
→ 6	0	·	6	·	-2	·	-4
> O=C(NNC(=S)NC(=O)c1cccc([N+](=O)[O-])c1)c1ccc(Br)cc1
→ 15	8	3	-5	0.0	-2	-1	-2
> CC(CN1CCOCC1)OC(=O)C(c1ccccc1)c1ccccc1 (stereo not given)
→ -6	-10	·	0	·	-1	·	-3
> O=C(CSc1nncs1)Nc1nnc(-c2ccccc2)o1
→ ·	-7	-9	-6	0.1	0	2	-2
> COc1cccc(/C=C/C(=O)Nc2ccc(C(=O)Nc3cccc(S(N)(=O)=O)c3)cc2)c1OC
→ ·	2	-11	1	0.3	9	-6	·
> CCOc1ccccc1NC(=O)N1CCCC1C(=O)NCc1ccco1 (stereo not given)
→ -17	-6	-2	0	·	0	2	2
> COc1ccc(C2C(C(=O)NCc3cccnc3)c3ccccc3C(=O)N2C)cc1OC (stereo not given)
→ 4	-5	·	-1	-0.8	7	·	-12
> O=C(CC(Nc1ccc(Cl)cc1Cl)C(=O)O)c1ccccc1 (stereo not given)
→ -2	3	-17	-2	·	-1	1	3
> CCn1nc(C)c(/C=N\NC(=O)c2cccc(OC)c2)c1C
→ ·	-5	-14	-1	·	1	3	-5
> O=C1CN(C(=O)CNCc2ccccc2)c2ccccc2N1
→ 9	-1	7	6	-0.2	2	·	-2
> CCOc1ccc(NC(=O)C2CCN(S(=O)(=O)c3ccc4c(c3)N(C(C)=O)CCO4)CC2)cc1
→ -8	-10	-10	4	·	-1	0	-4
> COc1ccccc1OCCNC(=O)C1CC(=O)N(c2cccc(SC)c2)C1 (stereo not given)
→ 1	2	3	4	·	1	-3	-4
> COC(=O)CN(c1cc(Cl)ccc1OC)S(=O)(=O)c1ccc(OC)c(OC)c1
→ 0	-7	-8	-3	·	-4	-1	1
> COC(=O)c1cc(C(=O)c2cccc(Cl)c2Cl)cn1C
→ 8	1	·	·	-0.4	-2	·	-4
> C=CCn1c(=O)c2ccccc2n2c(SCc3c(C(=O)OCC)oc4ccccc34)nnc12
→ 6	0	·	5	·	1	·	5
> CC(C)(C)c1ccc(NC(=O)CC2(C(F)(F)F)OCCO2)cc1
→ -2	0	·	6	·	-2	·	4
> COc1ccc2c3c(n(C)c2c1)[C@@H](CO)N(C(C)=O)CC31CN(C(=O)Nc2ccc(F)cc2)C1
→ 6	·	0	·	0.3	·	-1	·
> CCOC(=O)c1ccccc1NC(=O)CN(c1ccccc1)S(=O)(=O)N(C)C
→ -8	1	·	4	·	8	·	4
> O=C(c1ccc(F)cc1)N1CCCCN2[C@H](CO)[C@@H](c3ccc(-c4ccccc4)cc3)[C@@H]2C1
→ -9	-8	15	-3	0.0	0	1	17[16.7 µM]
> O=C(NNC(=S)Nc1ccc(Br)cc1)c1ccccc1
→ ·	7	-9	4	-0.4	2	-6	10
> Cc1c(C)n(CC(O)CN2CCN(C)CC2)c2ccccc12 (stereo not given)
→ 5	-10	-2	7	·	-8	-3	·
> CC1=C(C(=O)OCc2ccccc2)C(c2ccccn2)c2c(n(C)c(=O)n(C)c2=O)N1 (stereo not given)
→ 11&-6	·	-17	·	0.1	·	6	-5&2
> CCOC(=O)/C(C#N)=C/Nc1ccccc1OC(F)(F)F
→ 8	-27	-4	2	·	0	1	-4
> Cc1c(NC(=O)COc2ncnc3c(Cl)cc(Cl)cc23)c(=O)n(-c2ccccc2)n1C
→ 4	-3	·	3	·	1	·	-7
> CC(=O)c1c(C)[nH]c(C(=O)Nc2nc(-c3ccc(-c4ccccc4)cc3)cs2)c1C
→ -6	3	2	3	-0.9	-5	0	-2
> COC(=O)C1=C2SCC(=O)N2C(N)=C(C#N)C1
→ 10	-28	-67	0	1.5	5	·	-13
> COc1cccc(Nc2nc(C(N)CCc3ccccc3)cs2)n1 (stereo not given)
→ -16	-1	47	-2	-0.2	-16	3	3
> O=C(CCCCn1c(=O)[nH]c2ccccc2c1=O)N1CCN(c2ncccn2)CC1
→ -9	4	-13	-1	-0.3	0	-3	4
> CCN(CC)C(=O)C1=C(C)N(CCCN2CCCC2=O)C(=O)C(CC(=O)NCCCN(C)C)C1 (stereo not given)
→ 12	-5	6	-3	-0.1	-1	2	0
> COc1ccc(CSc2nc3ccccc3c(=O)n2CCCN2CCOCC2)cc1F
→ 5	1	-28	0	-1.4	1	-3	-5
> CCN1[C@@H]2c3ccc(/C=C/c4ccccc4)c(=O)n3C[C@H]1[C@H](CO)[C@H]2C(=O)N1CCOCC1
→ ·	-1	5	-1	0.0	2	40*	1[16.7 µM]
> Cn1cnnc1SCC(=O)Nc1sccc1C#N
→ 29	6	-18	-6	·	-2	-1	4
> CCc1nnc(NC(=O)CCC(=O)N2CCN(CCOc3ccc(C)cc3)CC2)s1
→ -1	-4	·	0	·	4	·	-3
> CC(=O)c1ccc(N2CCC(c3cc(-c4ccc(Cl)cc4Cl)n[nH]3)CC2)c([N+](=O)[O-])c1
→ ·	7	·	0	·	1	·	-22
> O=S(=O)(N[C@H]1CC[C@@H](CCn2cc(-c3cccc(F)c3)nn2)O[C@H]1CO)c1ccc(F)cc1
→ -22	-7	-4	2	0.0	-5	-3	·
> CC(C)Cc1ccc(/C=C/C(=O)N2CCOCC2)cc1
→ 7	-9	-12	1	-0.1	-2	7	-8
> CC(C)c1cc(-c2cc(-c3ccc(Cl)cc3)on2)nc(NC2CCCC2)n1
→ ·	-5	-14	-3	0.0	4	2	1
> Cc1ccc(C(=O)Nc2nc3nc(-c4ccccc4)cc(=O)n3[nH]2)cc1
→ ·	-6	-3	-4	·	3	2	·
> Nc1cc(N)nc(SCc2cc([N+](=O)[O-])cc3c2OCOC3)n1
→ -4	-17	-14	6	-0.1	-1	-5	1
> N#Cc1nc(-c2ccccc2F)oc1NCc1cccc2c1OCO2
→ 6	-7	2	0	·	1	10	-2
> O=C(O)CCC(=O)N(Cc1ccccc1)Cc1ccccc1
→ ·	-6	-5	3	0.5	0	16	·
> O=C(CSc1n[nH]c(=O)[nH]c1=O)N1CCCCCC1
→ -1	4	-12	-5	1.5	-3	·	-15
> NC(=S)N/N=C/c1cccc(Br)c1
→ 14	·	-6	·	0.2	·	0	·
> CC(C)N1CC2=C(OC(N)=C(C#N)C2c2cccnc2)/C(=C/c2cccnc2)C1 (stereo not given)
→ 5	-7	·	-7	·	-2	·	9
> COc1ccc(S(=O)(=O)NCCc2cn3nc(C)c(C)nc3n2)cc1
→ ·	2	-7	1	-0.4	-1	-31	-4
> O=C(CSc1nc2cc(Cl)ccc2s1)NCC1CCCO1 (stereo not given)
→ ?	·	-19	·	0.0	·	2	-2
> CC1(C)CC(=O)c2c(O)cc(OCC(=O)Nc3ccc(CCO)cc3)cc2O1
→ -1	1	-3	5	·	0	0	0

Given as labelled records: entries from further up
CC(C)Cc1ccc(/C=C/C(=O)N2CCOCC2)cc1
  PGC1a acetyl inh = 7 | RAD54 branch = -9 | RAD52 inh = -12 | PglD DTNB = 1 | E-selectin induc = -0.1 | Cneo AK release = -2 | ERAP1 inh = 7 | miR-122 sensor = -8

CC(C)c1cc(-c2cc(-c3ccc(Cl)cc3)on2)nc(NC2CCCC2)n1
  PGC1a acetyl inh = · | RAD54 branch = -5 | RAD52 inh = -14 | PglD DTNB = -3 | E-selectin induc = 0.0 | Cneo AK release = 4 | ERAP1 inh = 2 | miR-122 sensor = 1

(list continues)
Order of results – PGC1a acetyl inh	RAD54 branch	RAD52 inh	PglD DTNB	E-selectin induc	Cneo AK release	ERAP1 inh	miR-122 sensor
> CC(=NNC(=O)c1ccc(NS(=O)(=O)c2cccs2)cc1)c1ccc(OCC(N)=O)cc1
→ ·	-4	-8	1	0.2	0	-2	·
> COc1ccc(S(=O)(=O)N2CC[C@@H]3[C@H]2c2cc(C#Cc4cccc(OC)c4)ccc2N[C@@H]3CO)cc1
→ -1	3	-16	6	0.6	-10	-1	5[16.7 µM]
> Nc1ncnc2c(C3OC(CO)C(O)C3O)scc12 (stereo not given)
→ 14	·	5	·	1.8	·	-2	3
> O=S(=O)(c1ccccc1)N1CCC(N2CCCCCC2)CC1
→ ·	7	·	-1	·	2	·	8
> CCOc1cc(C(=S)N2CCCCC2)ccc1OS(=O)(=O)c1ccc(Br)cc1
→ -3	-1	·	-5	·	0	·	0
> C[C@@H]1CN([C@H](C)CO)C(=O)c2cccc(NC(=O)C3CC3)c2O[C@@H]1CN(C)Cc1ccc(Oc2ccccc2)cc1
→ 0	3	4	10	-0.1	11	-2	-2[16.7 µM]
> O=C(Nc1ccc(F)cc1)N1C[C@H]2[C@@H](c3ccccc31)[C@@H](CO)N2C(=O)c1ccccc1
→ -4	-5	-6	-5	-0.2	-2	-3	20[16.7 µM]
> O=C(O)[C@@H]1[C@@H](CO)[C@@H]2Cn3c(ccc(/C=C/c4ccccc4)c3=O)[C@@H]2N1C(=O)c1cnccn1
→ ·	-9	-17	-1	-0.4	36	0	·
> C[C@@H]1CN([C@@H](C)CO)C(=O)c2cc(C#C[C@@H](C)O)cnc2O[C@H]1CN(C)C(=O)CC1CC1
→ -1	-2	13	3	-0.6	3	0	9[16.7 µM]
> Cn1c(=O)c2c(nc(Br)n2CC(=O)c2cccs2)n(C)c1=O
→ -4	-15	·	-6	·	3	·	-6
